# HT1080 IDH1KD tx = HT-1080 IDH1 knockdown cell toxicity (counter line). HT-1080 IDH1 knockdown viability, ATP luminescence, 48 h. Potency, µM (titrated, usually from 46.1 µM), without a hit: at the top dose activity, negative = toxicity, usual class: cytotoxic. 2% of 360,000 active. AID 686971;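 also: potency is read from the fitted curve at half-maximal effect; 0% = DMSO wells and -100% = cell-free medium wells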
#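 Knockdown cells (IDH1KD HT-1080) received compounds 2 h after plating at 750 cells/well and were kept 48 h at 37 °C in 5% FBS RPMI. A CellTiter-Glo luminescence read gave % activity for curve fitting.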
# MCF10A rerep = induces DNA re-replication in MCF 10a normal breast cells. MCF 10A DNA re-replication, Hoechst nuclear intensity, 48 h. 2.9% of 350,000 active. AID 624296. Potency, µM (highest dose often 46.1 µM), without a hit: at the top dose activity, positive = re-replication, most hits filed as activators; also: potency is read from the fitted curve at half-maximal effect; % of control where 0% means no effect; nearly all actives have a fitted effect of over 50% in size
# KB-V1 cytotox = KB-V1 MDR subline cytotoxicity | KB-V1 MDR cells viability, CellTiter-Glo, 72 h | Potency, µM (titrated, usually from 46.1 µM), for inactives: at the highest dose activity change, negative = cytotoxicity, actives largely listed as cytotoxic | 3.4% of 400,000 active; also: potency is read from the fitted curve at half-maximal effect; % is scaled to controls: 0 for no effect and ±100 for the full control effect; nearly all actives have a fitted effect of over 60% in size
#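 Potencies derive from concentration-effect curves fitted to normalized luminescence (CellTiter-Glo) of KB-V1 cells treated for 72 h at 37 degrees C in phenol-red-free DMEM containing 10% FBS.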
# HT1080-NT tox = kills 2HG-producing HT-1080-NT fibrosarcoma cells. AID 686970. HT-1080-NT fibrosarcoma viability, CellTiter-Glo ATP luminescence, 48 h. 1.6% of 360,000 active. Potency, µM (titrated, usually from 46.1 µM), for inactives: at the top dose activity, negative = less viability, usual class: cytotoxic;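 also: NT is the 2HG producing partner of a matched IDH1 knockdown line; potency is read from the fitted curve at half-maximal effect; 0% = DMSO-treated cells and -100% = media-only wells without cells; nearly all actives have a fitted effect of over 55% in size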
#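 750 cells/well, RPMI + 5% FBS; 2 h settle, compound pin-transfer, 48 h at 37 degrees C. CellTiter-Glo 10 min RT, luminescence. Normalized to DMSO and media-only wells.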
# KB-3-1 tox = kills parental KB-3-1 adenocarcinoma cells | KB-3-1 viability, CellTiter-Glo ATP luminescence, 72 h | Potency, µM (highest dose often 46.1 µM), without a hit: top-dose activity change, negative = cytotoxic, hits mostly cytotoxic | 1.4% of 400,000 active; also: potency is read from the fitted curve at half-maximal effect; % is scaled to controls: 0 for no effect and ±100 for the full control effect; nearly all actives have a fitted effect of over 60% in size
#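 KB-3-1 cells, DMEM (no phenol red) + 10% FBS; compound by pin transfer, 72 h, 37 °C. Readout: CellTiter-Glo luminescence after 10 min. Data normalized, curve-fitted.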
# SW480 rerep = DNA re-replication induction in SW480 cells; SW480 DNA re-replication, Hoechst DNA content imaging, 48 h; Potency, µM (highest dose often 46.1 µM), inactives show at the top dose re-replication activation, actives largely listed as activators; 1.8% of 340,000 active; also: potency is read from the fitted curve at half-maximal effect; % of control where 0% means no effect; nearly all actives have a fitted effect of over 55% in size
#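 Per well, 250 cells were exposed to pinned compound for 48 hr. Nuclear DNA was visualised with Hoechst (40 min, 37 C) and total object intensity recorded by fluorescence scanning.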
# ATXN2 expr inh = inhibitors of ATXN2 expression. HEK-293 ATXN2-luciferase reporter, luminescence, 24 h. Potency, µM (titrated, usually from 57 µM), for inactives: top-dose activity change, negative = inhibition, usual class: inhibitors. 0.72% of 360,000 active. AID 1745845; also: potency is read from the fitted curve at half-maximal effect; % is scaled to controls: 0 for no effect and ±100 for the full control effect; nearly all actives have a fitted effect of over 55% in size
#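 qHTS (up to 57 uM final) was run with 24 h compound exposure of reporter cells at 37 °C. Each well was multiplexed: SteadyGlo luminescence measured ATXN2-luciferase expression after a fluorogenic Gly-Phe-AFC viability readout (25 uM final).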
# WRN inhibitor = WRN helicase (human) inhibition; Q14191; WRN helicase unwinding, fluorescent forked duplex, kinetic; Potency, µM (series often up to 114 µM), without a hit: top-dose activity change, negative = inhibition, usual class: inhibitors; 0.46% of 360,000 active; also: potency is read from the fitted curve at half-maximal effect; % is scaled to controls: 0 for no effect and ±100 for the full control effect; nearly all actives have a fitted effect of over 55% in size
#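 Screening of the MLSMR collection measured strand separation of a quenched forked DNA duplex (100 nM) by 20 nM WRN with 2 mM ATP, all final. Compounds were preincubated with enzyme 15 min at room temperature.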
# IL-1B inflam inh = inflammasome signaling inhibition, IL-1 beta readout; 4.7% of 360,000 active; AID 743279; THP-1 LPS/ATP IL-1B secretion, AlphaLISA, 16 h; hits give low values; activity change, % at 57.5 µM; in the data active = activity change below about -50%; inconclusive = mostly about -30% to -49%; also: % is scaled to controls: 0 for no effect and ±100 for the full control effect
#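 THP-1 cells pretreated 1 hr with compounds (up to 57.5 uM final), then stimulated with LPS (250 ng/mL final) plus ATP (1.25 mM final); secreted IL-1B measured by AlphaLISA after 16 hr, decreased signal indicating inhibition.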
# * hit, by the source's call; ? = inconclusive; nt = not tested or not shown; [ ] = another dose, or the depositor's remark. Unless noted, calls follow the shape of the dose curve; as a rule, active = well fitted curve in the direction sought with a large enough effect; inconclusive = small, poorly fitted or top-dose-only effect, or another doubt; inactive = no such curve, though single readings can be large; an effect the other way counts as inactive or inconclusive.
SMILES,HT1080 IDH1KD tx,MCF10A rerep,KB-V1 cytotox,HT1080-NT tox,KB-3-1 tox,SW480 rerep,ATXN2 expr inh,WRN inhibitor,IL-1B inflam inh
CCc1c(C)c2ccc(O)c(CN3CCCC3)c2oc1=O,6%,-2%,-2%,11%,-2%,?,15%,-3%,-8
C=CCN(C(=O)c1csnn1)C(C(=O)NC1CCCC1)c1ccc(F)cc1 (stereo not given),12%,0%,-25%,9%,-3%,-6%,1%,-4%,1
CC(=O)N1c2ccc(S(=O)(=O)N3CCCC(C(=O)Nc4cc(C)cc(C)c4)C3)cc2CC1C (stereo not given),-15%,1%,3%,-1%,-3%,3%,2%,-5%,-3
O=C(NCCN1CCOCC1)c1c(Cl)cccc1Cl,11%,-18%,0%,5%,-1%,12%,-1%,0%,46
CCOC(=O)c1cnc(SCC(=O)N2CCN(c3ccccc3)CC2)nc1N,-7%[9.24 µM],-6%,?,1%,-14%,-3%,-1%,2%,2
O=C(COC(=O)CNC(=O)c1ccccc1F)NCCC1=CCCCC1,9%,8%,0%,1%,4%,3%,-5%,-7%,14
CCn1c(N2CCC(C)CC2)nc2c1c(=O)n(C)c(=O)n2C,0%,3%,7%,2%,12%,-1%,7%,0%,17
Cc1cccc(N(C(=O)Cc2cccs2)C(C(=O)NC2CCCC2)c2ccncc2)c1 (stereo not given),6%,1%,?,6%,-1%,-1%,-6%,4%,12
CC(C)=C(NC(=O)c1ccccc1)C(=O)NCCc1nc2ccccc2[nH]1,7%,-2%,10%,1%,-6%,?,10%,2%,10
CCCCC[C@@H]1C=C(C(=O)O)[C@H](c2ccc(C#N)cc2)N1S(=O)(=O)c1ccc(C)cc1,-15%,-2%,0%,-14%,0%,-63%[inhibitor],11%,1%,10

# Three records drawn at random from those above, as already listed:
SMILES,HT1080 IDH1KD tx,MCF10A rerep,KB-V1 cytotox,HT1080-NT tox,KB-3-1 tox,SW480 rerep,ATXN2 expr inh,WRN inhibitor,IL-1B inflam inh
CC(=O)N1c2ccc(S(=O)(=O)N3CCCC(C(=O)Nc4cc(C)cc(C)c4)C3)cc2CC1C (stereo not given),-15%,1%,3%,-1%,-3%,3%,2%,-5%,-3
O=C(NCCN1CCOCC1)c1c(Cl)cccc1Cl,11%,-18%,0%,5%,-1%,12%,-1%,0%,46
C=CCN(C(=O)c1csnn1)C(C(=O)NC1CCCC1)c1ccc(F)cc1 (stereo not given),12%,0%,-25%,9%,-3%,-6%,1%,-4%,1

# The listing continues.
SMILES,HT1080 IDH1KD tx,MCF10A rerep,KB-V1 cytotox,HT1080-NT tox,KB-3-1 tox,SW480 rerep,ATXN2 expr inh,WRN inhibitor,IL-1B inflam inh
CCOC(=O)C1CCCN(C(=O)c2ccccc2NC(=O)C2=C(C)OCCS2)C1 (stereo not given),0%,-1%,-12%,8%,2%,-24%,-2%,-8%[57.1 µM],3
Cc1cc(C)n2c(SCC(=O)Nc3ccccc3)nnc2n1,-4%,2%,10%,3%,2%,-4%,3%,-1%,25
O=C(CCCNC(=O)c1ccc(Cl)cc1)Nc1cccc(S(=O)(=O)N2CCCCC2)c1,-1%,11%,8%,-7%,-5%,-10%,nt,2%,-7
O=C(CSCc1ccccc1)NCc1ccc2c(c1)OCO2,0%,3%,6%,0%,11%,-2%,9%,-3%,-20
CC(=O)NC(CC(=O)OC(C)C(=O)Nc1ccc(Cl)cn1)c1ccccc1 (stereo not given),9%,-1%,-20%,0%,12%,-12%,0%,-1%,3
CSCC(C)N1CCC(n2nccc2NC(=O)c2ccc3c(c2)OCO3)CC1 (stereo not given),6%,5%,?,-2%,11%,-10%,-5%,5%,-3
CCOc1ccc(C2C(C(=O)c3ccc(C)o3)=C(O)C(=O)N2c2nc(C)c(C(=O)OC)s2)cc1 (stereo not given),-1%,?,?,7%,?,1%,nt,-3%,12
COc1ccc(-c2[nH][nH]c(=O)c2NC(=O)c2ccccn2)cc1,0%,nt,?,24%,0%,nt,5%,-9%,-6
COc1ccccc1NC(=S)N(Cc1ccccc1)Cc1cccnc1,1%,?,?,5%,-3%,10%,-13%,-21%,-8
CN(CC(=O)Nc1c(Cl)cccc1Cl)C(=O)c1cc(-c2cccs2)nn1-c1ccccc1,4%,?,4.1µM*,7%,-18%,0%,-4%,-11%,-2
CCOC(=O)C1=C(C)NC(=O)NC1/C(C)=C/c1ccccc1 (stereo not given),?,10%,21µM*,-15%,0%,-2%,-21%,-12%,-7
COc1cc(NC(=O)Cc2cccs2)cc(OC)c1,23%,-5%,4%,17%,6%,12%,2%,-4%,-2
CCCCOc1ccc(C(=O)NC(=S)Nc2ccc(CN3CCOCC3)cc2)cc1,18%,5%,22%,2%,5%,-694%[inhibitor],-3%,-11%,25
Fc1ccc(-n2cc(-c3ccccc3)c3c(N4CCOCC4)ncnc32)cc1,8%,?,?,-6%,4%,14%,-32%,-6%,-6
Cc1ccc(N(CC(=O)Nc2cc(C)ccc2C)S(C)(=O)=O)cc1,-1%,5%,-10%,8%,-1%,0%,-5%,7%,-12
COc1cc(Cl)ccc1NC(=S)N(CCN1CCOCC1)C1CCN(C(C)=O)CC1,1%,-2%,?,?,25%,8%,nt,7%,0
CC(C)NC(=S)N1CCN(S(C)(=O)=O)CC1,9%,1%,17%,13%,9%,-9%,0%,-8%,7
CCCn1c(C)cc(C(=O)COC(=O)c2cc(S(=O)(=O)NCC(C)C)c(Cl)cc2Cl)c1C,1%,?,?,-1%,-15%,0%,9%,-7%,-3
COc1ccc(CN2C(=O)C(C)S/C2=N/N=C/c2ccco2)cc1 (stereo not given),-1%,22%,-8%,-3%,-14%,-3%,nt,-3%,-3
Cc1cccc(OCCCC(=O)N2CCCCCC2)c1C,12%,-2%,?,6%,-3%,-6%,nt,1%,0
COc1ccc(C(C)=O)cc1COC(=O)c1ccc(C)c(S(=O)(=O)N2CCOCC2)c1,0%,?,nt,0%,nt,0%,-1%,-21%,7
COc1ccc(Cl)cc1NC(=O)CCN1CCN(C)CC1,-7%,-6%,6%,3%,7%,-13%,-9%,-7%,-17
CCc1cc(CNC(=O)C2CCC(=O)N(Cc3cccc(F)c3)C2)on1 (stereo not given),9%,-2%,?,16%,20%,-2%,0%,7%,7
COc1cc(NCC(=O)Nc2cccc(S(=O)(=O)N3CCCCC3)c2)cc(OC)c1OC,0%,8%,-7%,-3%,-1%,?,-5%,-5%,-26
CCN(CC)c1ccc(N2C(=NC(=O)C3CCCO3)SC3CS(=O)(=O)CC32)cc1 (stereo not given),11%,-27%,6%,9%,-4%,-17%,8%,-6%,?
CC1(C)OC(=O)C(=CNc2ccccc2)C(=O)O1,23%,0%,3%,12%,8%,1%,-12%,5%,21
Cc1nc2sc(C(=O)c3ccccc3)c(N)c2c2c1CCCC2,?,15µM*,?,?,23µM*,?,46%[activator],-11%,-96*
Cc1ccc[n+](C(C)C(=O)Nc2ccc(C)c([N+](=O)[O-])c2)c1 (stereo not given),-3%,5%,23%,4%,17%,15%,12%,-2%,-25
CCOC(=O)C(NC(=O)c1ccc(OC)cc1)(N1CCOCC1)C(F)(F)F (stereo not given),?,-9%,-16%,13%,-24%,14%,-5%,-2%,0
COc1cc(NC2CCCCC2O)c2nc(-c3ccc(Cl)cc3)ccc2c1 (stereo not given),?,13µM*,?,?,?,13µM*,27%,-10%,-24
CC(=O)Nc1cccc(-c2csc(Nc3ccc(Cl)cn3)n2)c1,0%,5%,-22%,-12%,0%,20%,nt,-3%,-9
COc1cccc(/C=N/Nc2snc(SC)c2C#N)c1,?,?,-14%,?,?,-3%,22%,-9%,0
O/N=C/c1cn(-c2ccccc2)nn1,-6%,?,0%,2%,-9%,-43%[inhibitor],3%,-6%,?
O=c1cc(S(=O)(=O)Cc2ccccc2)[nH]c(=O)[nH]1,11%,-38%,9%,12%,12%,4%,6%,-4%,-6
Cn1ccc2c(-c3cccc4ccccc34)cc3c(c21)C1CCC3O1 (stereo not given),?,nt,?,-22%,-10%,nt,-15%,-4%,6
COc1cc(NC(=O)c2ccc3c(c2)OCCO3)ccc1NC(=O)c1ccccc1Cl,-19%,12%,22%,-26%,1%,3%,-29%,4%,-53*
Nc1nc2ccc(NC(=O)c3ccco3)cc2s1,2%,-1%,-1%,-16%,1%,-12%,23%,-33%,6
CCN(CC(=O)Nc1ccccc1OC)CC(=O)Nc1ccccc1C(F)(F)F,-13%,?,?,-9%,0%,?,-10%,1%,16
CC1(C)C(c2ccccn2)=[N+]([O-])C(C)(C)N1O,17%,-7%,-6%,3%,8%,0%,-19%,3%,13
CCCCN(C)C(=O)Cn1cnc2sc(C)cc2c1=O,19%,5%,-25%,8%,11%,-3%,0%,-40%[57.1 µM],-1
COc1ccc(NC(=O)CN(C)C(=O)c2ccc(-c3cccc(C(F)(F)F)c3)o2)cc1,0%,14%,?,0%,8%,1%,10%,?,-11
CC(=O)NCc1ccc(C(=O)CCl)cc1,?,?,-19%,-5%,-15%,?,30%,-10%,-102*
Cc1cc2[nH]c(=O)c(=O)[nH]c2cc1S(=O)(=O)Nc1cccc(Cl)c1,0%,1%,?,7%,0%,1%,nt,?,7
CC(C)(C)SC(=O)CC1NS(=O)(=O)OCC1NC(=O)OCC(Cl)(Cl)Cl (stereo not given),4%,3%,12%,0%,5%,-31%[inhibitor],0%,7%,-1
COc1ccc(N2CCN(C(=O)COC(=O)[C@@H](NC(=O)c3c(F)cccc3F)C(C)C)CC2)cc1,5%,-5%,-4%,5%,-17%,-8%,4%,3%,10
C/C(=N/NC(=O)C1CCCCC1)c1ccc([N+](=O)[O-])cc1,11%,14%,-2%,21%,0%,25%,-4%,-13%,-8

# Compounds as they come (roughly 12% active in at least one column).
